# Source: PubChem BioAssay (several laboratories)
# Rv3671c protease – inhibits the M. tuberculosis serine protease Rv3671c. P9WHR9. inhibition, % at 5.96 µM. 0.048% of 320,000 active. AID 2606; in the data active = inhibition above about 38%;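 also: extracellular domain of Rv3671c used as enzyme; 0% = enzyme with DMSO and 100% = no enzyme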
# MazF activator – activators of E. coli MazEF toxin-antitoxin RNase; P0AE70; FAM/BHQ RNA-DNA oligo cleavage fluorescence, 5 h; activation, % at 20 µM; 0.32% of 350,000 active; in the data active = activation above about 50%
# Target sequence (P0AE70 whole entry, looked up): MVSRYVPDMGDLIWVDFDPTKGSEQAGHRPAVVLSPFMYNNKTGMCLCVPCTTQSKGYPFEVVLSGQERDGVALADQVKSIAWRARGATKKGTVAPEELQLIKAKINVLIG
# SSB-PriA inh – blocks PriA binding to SSB C-terminal tail; inhibition, % at 33 µM; 0.6% of 430,000 active; AID 1272365; AlphaScreen SSBct-PriA binding, biotinylated peptide; in the data active = inhibition mostly above about 37%, no sharp cut-off; inactive = mostly below about 20%;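 also: plate controls were negative control peptide for no effect and reference peptide for full effect; strong numbers were not always called active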
# FBA Mtb inh – inhibitors of M. tuberculosis fructose-bisphosphate aldolase | inhibition, % at 1 µM | AID 588726 | purified M. tuberculosis FBA, fluorescence read-out | 2.3% of 360,000 active; in the data active = inhibition above about 27%;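 also: 0% = vehicle and 100% = reference inhibitor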
# Target sequence (P9WQA3 whole entry, looked up): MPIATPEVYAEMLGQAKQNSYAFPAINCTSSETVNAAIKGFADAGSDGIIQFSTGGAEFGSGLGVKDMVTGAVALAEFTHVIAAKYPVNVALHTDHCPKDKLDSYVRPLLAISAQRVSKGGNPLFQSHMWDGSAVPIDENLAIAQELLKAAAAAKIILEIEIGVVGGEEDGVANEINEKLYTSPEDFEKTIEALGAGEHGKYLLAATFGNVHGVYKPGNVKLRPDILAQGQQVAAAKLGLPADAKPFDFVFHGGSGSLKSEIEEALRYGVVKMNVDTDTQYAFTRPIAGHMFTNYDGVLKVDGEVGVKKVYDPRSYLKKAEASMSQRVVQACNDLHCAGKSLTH
# VHR inh abs – DUSP3 (human) phosphatase inhibition; P51452; recombinant VHR phosphatase, pNPP absorbance; inhibition, % at 13.3 µM; 0.52% of 290,000 active; AID 1654; in the data active = inhibition above about 50%; also: some compounds called inactive have numbers as strong as hits
# Target sequence (P51452 whole entry, looked up): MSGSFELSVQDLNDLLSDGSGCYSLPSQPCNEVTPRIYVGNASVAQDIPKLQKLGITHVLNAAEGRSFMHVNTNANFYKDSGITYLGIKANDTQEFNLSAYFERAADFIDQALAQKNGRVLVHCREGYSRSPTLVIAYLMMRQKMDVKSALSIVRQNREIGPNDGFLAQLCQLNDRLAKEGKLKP
# BH1578 lux ind – inducers of Vibrio cholerae quorum light production without autoinducers | activation, % at 18.7 µM | AID 588436 | V. cholerae BH1578 lux reporter, luminescence, 6 h | 0.16% of 350,000 active; in the data active = activation mostly above about 9.7%, no sharp cut-off; also: not every result past the cut was called active; inactives centre near 0; reference of the scale not given here
# BioA inh – blocks M. tuberculosis BioA enzyme activity. purified M. tuberculosis BioA enzyme, plate reader. inhibition, % at 9.99 µM. 0.096% of 360,000 active. AID 602481; in the data active = inhibition above about 40%
# 3CLpro inhibitor – SARS-CoV 3CLpro protease inhibition. 0.14% of 290,000 active. inhibition, % at 6 µM. AID 1706. recombinant SARS-CoV 3CLpro, quenched FRET peptide cleavage. P0C6X7; in the data active = inhibition above about 12%
# GDH-TPI counter – inhibits GDH-TPI coupling enzymes, artifact for Mtb FBA screen; GDH-TPI coupled enzyme counterscreen, NADH absorbance; inhibition, % at 4.8 µM; 1.2% of 360,000 active; AID 588335; in the data active = inhibition above about 30%;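 also: 0% = DMSO wells and 100% = wells lacking the enzyme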
# UGM FP inh – inhibitors of M. tuberculosis UDP-galactopyranose mutase; P9WIQ1; purified UGM, fluorescence polarization probe displacement; inhibition, % at 10 µM; 0.06% of 320,000 active; AID 504406; in the data active = inhibition above about 10%, passing the limit was not always enough
# Target sequence (P9WIQ1 whole entry, looked up): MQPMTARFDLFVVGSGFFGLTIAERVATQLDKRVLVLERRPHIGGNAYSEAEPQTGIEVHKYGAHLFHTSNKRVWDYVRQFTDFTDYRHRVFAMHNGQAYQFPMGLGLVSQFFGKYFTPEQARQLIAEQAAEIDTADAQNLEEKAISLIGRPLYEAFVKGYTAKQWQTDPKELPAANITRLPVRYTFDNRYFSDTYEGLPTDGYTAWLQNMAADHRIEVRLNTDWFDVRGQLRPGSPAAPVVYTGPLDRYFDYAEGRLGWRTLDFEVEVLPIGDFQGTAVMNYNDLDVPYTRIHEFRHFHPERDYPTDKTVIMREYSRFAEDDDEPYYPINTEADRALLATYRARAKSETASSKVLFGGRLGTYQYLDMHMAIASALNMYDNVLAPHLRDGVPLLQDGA
# * = called active by the depositor; i = inactive; . = not tested or not shown; & = joins results of further samples. Not all compounds are listed; rates above refer to the full screens.
SMILES,Rv3671c protease,MazF activator,SSB-PriA inh,FBA Mtb inh,VHR inh abs,BH1578 lux ind,BioA inh,3CLpro inhibitor,GDH-TPI counter,UGM FP inh
Cc1nn(Cc2ccccc2)c(Cl)c1C(=O)OC(C)C#N (configuration not stated),-1,3,-25,5,-2,i,1.4,2,-6,-1.4
CCOC(=O)CNC(=O)Cn1cnc2c(nnn2-c2ccc(F)cc2)c1=O,4,-5,-27,0,36,-0.4,-1.8,-2,-13,-0.7
Cc1cccc(C)c1NC1=NC(=S)N(c2ccc(C(=O)O)cc2)C12CCCCC2,5,0,-7,1,-2,-0.4,-0.4,-2,1,-4.0
CCOC(=O)c1sc(C)c(C(=O)NCCCN2CCOCC2)c1N,-3,-3,-6,3,22,.,1.0,0,5,-2.6
COc1cc(NC(=O)c2cccs2)ccc1NC(=O)c1ccccc1Cl,5,5,-9,-3,4,i,3.4,4,2,-1.4
O=C(O)/C=C/C(=O)Nc1ccc(Cl)c(C(=O)O)c1,-5,0,1,6,26,i,.,-2,-10,-0.8
CN(c1ccc(C(=O)N2CCCCC2)cc1)S(=O)(=O)c1cccs1,-4,2,-31,1,-1,-0.4,0.4,-3,-16,4.4
O=C(NC(=S)NCCc1ccccc1)c1ccccc1F,-7,3,-11,0,2,i,0.2,4,6,-3.2
CCNC(=O)N1CCC(c2nc3ccccc3s2)CC1,-10,-7,-9,6,.,i,-0.6,-2,2,3.7
CC(=O)c1cccc(NC(=O)c2ccc([N+](=O)[O-])o2)c1,-2,4,-3,0,.,-0.1,0.8,.,46*,0.8
CCCc1ccc(OCc2ccc(C(=O)NCc3cccnc3)o2)c(OC)c1,3,-3,-12,-1,8,-0.4,.,2,-7,0.4
O=C(COC(=O)CCc1nc2ccccc2c(=O)[nH]1)NC(=O)NC1CCCC1,-15,-6,-54,0,-4,-0.2,0.0,0,0,-0.6
COc1cccc(-c2noc(CCC(=O)NC3CCCCC3)n2)c1,-5,-3,-5,1,-11,1.1,-0.9,-4,-2,1.4
COc1ccc(OC)c(CCNC(=O)c2ccc3c(c2)N(Cc2ccc(F)cc2)CCS3)c1,-1,-1,0,22,39,-0.5,-0.9,8,1,-1.4
COC(=O)CCn1nnc(-c2ccc(C(C)C)cc2)n1,-3,1,-43,5,4,-0.1,.,2,-8,-1.4
CCCCN(C(=O)C1CCCC1)C1CCS(=O)(=O)C1 (configuration not stated),.,-4,-7,2,.,i,.,.,8,.
Cn1cccc1Cc1nnc(SCC(=O)Nc2ccc(F)cc2)n1CCc1ccccc1,-3,6,12,3,21,i,5.4,3,5,1.3
CCc1ccc(NC(=O)CCc2nc3cccnc3n2Cc2ccc(OC)cc2)cc1,-10,1,-7,-1,39,i,-1.4,1,-4,-2.6
COCC(C)n1c(C)cc(C(=O)CN2C(=O)NC3(CCCCC3C)C2=O)c1C (configuration not stated),2,6,-2,-1,6,i,-4.5,2,-6,-2.4
O=C(COC(=O)c1ccc(Cl)nc1)NCCC1=CCCCC1,5,2,-4,0,22,-3.1,.,3,2,0.2
COc1ccccc1NC(=O)C1CCN(C(=O)C2CC(=O)N(c3ccc(C)cc3)C2)CC1 (configuration not stated),0,-17,-7,-2,7,-0.2,0.8,2,-2,-1.0
O=C1CN(C(=O)c2ccccn2)c2ccccc2N1,-5,-3,-20,3,29,i,-0.8,-4,0,2.4
CC1CC(C)CN(C(=O)COC(=O)c2ccc3c(c2)C(=O)N(Cc2ccco2)C3=O)C1 (configuration not stated),-8,1,16,-2,.,-0.3,0.8,.,-4,-1.6
CN(CC(=O)NCc1ccccn1)S(=O)(=O)c1cc(Cl)ccc1Cl,9,-10,-6,0,.,-14,-1.2,.,-1,-2.2
Clc1ccc(SCCn2cncn2)cc1,3,-2,-1,-1,7,7.7,-6.3,0,0,-1.5
Cc1cc(-c2cccc([N+](=O)[O-])c2)nc2ccccc12,-11,3,5,-3,26,-3.7,.,0,3,-1.2
CCCCOc1cc(C(=O)NCCN(CC)CC)c2ccccc2n1,1&10,10&5,3,8&6,16,i,1.5&-3.6,-3&-8,6&-3,-3.2&4.4
Cc1sc2cc(-c3cccc([N+](=O)[O-])c3)c(-c3cccc([N+](=O)[O-])c3)c[n+]2c1C,1,5,-8,-3,5,-0.3,.,0,16,2.6
CN(C)c1ccc(C(=O)NCc2ccc3c(c2)OCO3)cc1,3,-16,-5,2,13,0.3,-0.9,-4,4,3.9
COc1cccc(C(C)(O)c2nc(-c3ccccc3)cs2)c1 (configuration not stated),.,.,.,-1,.,i,-1.5,.,-2,.
CCN(CC)CC(C)CNC(=O)C1(O)c2ccccc2NC(=O)N1c1ccc(Cl)c(Cl)c1 (configuration not stated),-15,8,2,2,.,i,-0.4,-10,2,0.7
COC(=O)c1ccccc1NC(=O)Nc1ccc(C(=O)N2CCCC2)cc1,7,4,-10,2,0,-0.3,-1.2,-2,0,-1.9
CCOC(=O)c1sc(NCc2ccco2)c(-c2nc3ccccc3s2)c1N,-1,0,12,0,-1,i,0.9,-3,14,0.4
CCc1nc(SCC(=O)c2ccccc2)c2ccccc2n1,-10,-1,-23,1,24,-0.4,1.0,4,10,1.1
CCCCOC(=O)Cn1c(=O)n(CC(=O)OCCCC)c2ccccc21,-1,-15,-15,2,43,0.6,0.2,1,-10,1.1
COC(=O)c1ccc(OCC(=O)c2ccccc2)cc1,1,5,-15,5,11,.,0.3,-7,-3,0.3
CCOC(=O)CSc1nc(-c2ccncc2)ccc1C#N,1,5,-25,14,22,i,6.5,0,20,-2.5
O=C(NNC(=O)C1CCCN(c2ncccn2)C1)c1ccncc1 (configuration not stated),-5,0,-1,2,9,i,.,0,2,-0.1
CC(=O)c1ccc(OCc2cc(C(=O)N(C)Cc3ccon3)no2)cc1,.,-1,-6,0,7,-0.4,12,1,-2,3.1
CCN(CC)CCN(C(=O)c1ccc2c(c1)CCCC2)c1nc2c(OC)cccc2s1,.,13,.,1,.,i,-0.9,.,-5,.
OCCN1CCN(c2cc(C(F)(F)F)nc3c(F)cccc23)CC1,-9,-8,-12,6,5,-1.2,.,5,18,-0.7
COc1ccc(Nc2nc(NCCCN3CCOCC3)nc(N)c2[N+](=O)[O-])cc1,2,10,-8,-2,0,-0.5,.,2,24,5.2
Cc1ccc(OCC(=O)N(Cc2ccccc2)C2CCS(=O)(=O)C2)c([N+](=O)[O-])n1 (configuration not stated),-3,1,-7,-2,-4,-0.4,.,5,1,-0.8
CCc1ccc(C2=NN(CCC(=O)N3CCC4(CC3)OCCO4)C(=O)CC2)cc1,11,1,-4,1,6,-0.4,-1.4,2,0,-0.5
COc1ccc(-c2cn(-c3ccccc3)c(=S)[nH]2)cc1OC,2,7,-3,1,10,-1.9,4.9,-4,-3,2.7

# Taken from above:
# Result for COc1ccc(Nc2nc(NCCCN3CCOCC3)nc(N)c2[N+](=O)[O-])cc1 in UGM FP inh: 5.2
# Result for CCN(CC)CC(C)CNC(=O)C1(O)c2ccccc2NC(=O)N1c1ccc(Cl)c(Cl)c1 (configuration not stated) in MazF activator: 8
# Result for CCc1ccc(C2=NN(CCC(=O)N3CCC4(CC3)OCCO4)C(=O)CC2)cc1 in BioA inh: -1.4

# (continued)
SMILES,Rv3671c protease,MazF activator,SSB-PriA inh,FBA Mtb inh,VHR inh abs,BH1578 lux ind,BioA inh,3CLpro inhibitor,GDH-TPI counter,UGM FP inh
CC(C)C[C@@H](CNCC(=O)[C@H](Cc1c[nH]c2ccccc12)NC(=O)c1[nH]cnc1C(=O)N[C@H](CN)CC(C)C)NC(=O)c1nc[nH]c1C(=O)N[C@@H](CC(=O)O)C(=O)O,.,0,-5,6,.,-0.4,0.7,.,11,.
Cc1cc(C)c(-c2csc(NC(=O)C3=COCCO3)n2)cc1C,8,-1,0,-2,.,i,-1.7,.,5,-2.1
Cc1ccc(NC(=O)COC(=O)c2cccnc2)c(C)c1,-2,10,-9,-1,14,-0.9,.,2,-14,-1.9
COC(=O)c1sc(NC(=O)CN2CCN(c3cccc(Cl)c3)CC2)c(C(=O)OC)c1C,.,-10,-10,-3,.,-0.5,.,.,-1,.
Cc1ccc(S(=O)(=O)NNC(=O)c2sc3nc(C)cc(C)c3c2-n2cccc2)cc1,-4,4,1,2,16,-0.6,13,2,-4,0.4
COc1ccccc1Nc1nc(-c2sc(N)nc2C)cs1,12,6,18,0,5,0.3,-0.1,-3,11,0.0
CC(c1ccccn1)C(C)(O)C(C)c1ccccn1 (configuration not stated),.,-6,-7,2,.,i,-0.4,.,4,.
Cc1nc2ccccc2n1/N=C/c1ccc([N+](=O)[O-])o1,-7,10,.,4,.,22,.,-1,9,1.6
CCC(C)(C)NC(=O)CN(Cc1cccs1)C(=O)CCC(=O)Nc1nccs1,-3,0,-9,2,27,-0.5,-1.5,-1,6,1.3
COc1ccccc1C(=O)Nc1ccc(-c2nnn(CC(=O)N3CCN(C(=O)c4ccco4)CC3)n2)cc1,-12,18,-9,-8,-3,i,.,-5,7,3.4
CSc1ccc(NC(=O)C(C)N2CCN(C)CC2)cc1 (configuration not stated),-6,4,10,7,10,1.2,2.7,-4,1,3.6
COc1ccc(CCNC(=O)CN(c2ccc(OC)c(OC)c2)S(C)(=O)=O)cc1OC,6,6,-33,0,-10,-0.3,-0.9,0,5,1.0
CCN1C(=O)[C@H]2[C@@H](c3ccc(-c4ccc(Cl)c(Cl)c4)cc3)N3CCCC[C@@]3(C(=O)OC)[C@H]2C1=O,-15,0,-9,-1,.,1.1,-0.2,.,4,-1.8
NC(=O)CC(NC(=O)c1cccc(Br)c1)c1ccc(N2CCC(N3CCCC3)CC2)c([N+](=O)[O-])c1 (configuration not stated),6,9,11,1,19,1.0,-0.8,.,8,-2.5
CC(C)C1NCCc2c1sc1ccccc21 (configuration not stated),-1,4,2,-1,.,i,-0.1,.,3,0.5
O=S(=O)(Nc1cccc(-c2cn3cccnc3n2)c1)c1ccc(F)cc1,4,0,2,38*,3,-0.3,0.6,5,27,-1.4
Cc1ccc(N(O)C(C)(C)C)cc1,.,0,-7,1,.,i,.,.,9,.
O=C(NCC1CCCN1S(=O)(=O)c1cccs1)C(=O)Nc1ccc(F)cc1F (configuration not stated),6,3,-6,3,.,i,-2.3,.,4,1.6
Cc1cccc(Nc2nnc(SC3CCOC3=O)s2)c1C (configuration not stated),-1,-1,0,3,1,-0.5,.,4,6,0.7
[O-][n+]1cc(Cl)cc(Cl)c1,.,.,.,-1,.,0.6,1.0,.,1,.
CCCN1CCN(C(=S)Nc2ccc(S(N)(=O)=O)cc2)CC1,2,-4,5,2,32,-1.7,.,-3,6,0.2
CC(C)Cn1c(CN2CCCCC2C)nc2c1c(=O)n(C)c(=O)n2C (configuration not stated),0,12,5,1,15,i,-0.2,0,4,1.7
CCOC(=O)C(=O)Nc1ccc(S(=O)(=O)Nc2nccs2)cc1,-2,0,-19,-2,-8,-0.6,-0.6,-6,13,-2.4
COc1ccc(CCNC(=O)CSc2ccc(-c3cccs3)nn2)cc1OC,-2,1,-2,1,46,i,-0.9,3,2,3.6
Cc1ccc(-c2cccc(C3CC=CC4C3C(=O)N(Cc3ccccc3)C4c3ccc(C(F)(F)F)cc3)c2)cc1 (configuration not stated),0,-11,-1,-1,-12,-0.4,-1.4,.,-7,1.2
CS(=O)(=O)c1ccc(Oc2ccc(-c3nnco3)cc2)c([N+](=O)[O-])c1,7,8,10,3,20,-0.2,1.3,2,-2,-1.5
Cc1ccc(OCc2nc(-c3ccccn3)n[nH]2)cc1,-2,11,109*,1,23,i,.,-2,2,2.9
Cc1ccccc1CN(C)C[C@@H]1OCc2cnnn2CCCC(=O)N([C@@H](C)CO)C[C@H]1C,.,6,.,0,.,-1.1,-1.7&-0.4,.,1,.

# Complete entries, quoted from the list. Values in the order: Rv3671c protease	MazF activator	SSB-PriA inh	FBA Mtb inh	VHR inh abs	BH1578 lux ind	BioA inh	3CLpro inhibitor	GDH-TPI counter	UGM FP inh
# Cc1ccc(-c2cccc(C3CC=CC4C3C(=O)N(Cc3ccccc3)C4c3ccc(C(F)(F)F)cc3)c2)cc1 (configuration not stated) is entered as 0	-11	-1	-1	-12	-0.4	-1.4	.	-7	1.2
# CCCN1CCN(C(=S)Nc2ccc(S(N)(=O)=O)cc2)CC1 is entered as 2	-4	5	2	32	-1.7	.	-3	6	0.2
